Compound activity from PubChem BioAssay.
Shiga inhibitor: A qHTS for Small Molecule Inhibitors of Shiga Toxin; Vero cells, Shiga toxin protein synthesis inhibition reporter; inhibition, % at 38.7 µM; 290,000 compounds, 9.2% hits; in the data active = inhibition mostly above about 28%, no sharp cut-off; inactive = mostly below about 43%; also: 0% is about no effect
AMA1 RON2 block: qHTS for Inhibitors of AMA1-RON; Towards Development of Antimalarial Drug Lead: Primary Screen; Plasmodium falciparum AMA1 (3D7) - RON2 peptide interaction; AlphaScreen AMA1-biotinylated RON2 peptide binding; Potency, µM (highest dose often 58.2 µM), without a hit: at the highest dose activity change, negative = inhibition, hits mostly inhibitors; 360,000 compounds, 0.2% hits;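 also: potency is read from the fitted curve at half-maximal effect; 0% = vehicle wells and -100% = peptide control; nearly all actives have a fitted effect of over 45% in size; some results filed as inactive show a strong effect at the top dose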
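AMA1 (3D7) with his tag at 25 nM final met compounds first, then biotinylated RON2 peptide at 25 nM; detection used donor plus acceptor beads, 10 µg/mL apiece, read by AlphaScreen after 30 min at room temperature.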
LmPK inh: qHTS Assay for Inhibitors of Leishmania Mexicana Pyruvate Kinase (LmPK) | Q27686 | purified LmPK, Kinase-Glo ATP luminescence, 1 h | Potency, µM (series often up to 57.5 µM), without a hit: at the highest dose activity change, negative = inhibition, actives largely listed as inhibitors | 290,000 compounds, 0.37% hits; also: potency is read from the fitted curve at half-maximal effect; % is scaled to controls: 0 for no effect and ±100 for the full control effect
Target sequence (Q27686 whole entry, looked up): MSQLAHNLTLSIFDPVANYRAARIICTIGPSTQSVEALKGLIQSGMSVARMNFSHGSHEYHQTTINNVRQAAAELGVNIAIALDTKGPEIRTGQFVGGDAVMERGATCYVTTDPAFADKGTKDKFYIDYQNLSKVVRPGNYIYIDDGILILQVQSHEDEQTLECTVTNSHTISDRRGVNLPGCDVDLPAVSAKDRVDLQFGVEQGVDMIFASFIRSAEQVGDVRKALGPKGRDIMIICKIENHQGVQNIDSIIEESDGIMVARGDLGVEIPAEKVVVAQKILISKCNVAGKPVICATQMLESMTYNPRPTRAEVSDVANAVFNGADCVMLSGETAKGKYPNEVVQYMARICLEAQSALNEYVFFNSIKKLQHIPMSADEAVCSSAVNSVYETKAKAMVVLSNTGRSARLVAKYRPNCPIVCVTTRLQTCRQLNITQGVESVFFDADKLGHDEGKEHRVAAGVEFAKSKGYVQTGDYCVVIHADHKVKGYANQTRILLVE
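Screened at intermediate enzyme activity to detect both inhibitors and activators: LmPK at 0.1 nM, with a 0.5 nM enzyme column as activation reference. PEP 0.5 mM, ADP 0.1 mM; ATP detected by luminescence after 1 h.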
Tb PYK inh: qHTS of Trypanosoma Brucei Inhibitors; pyruvate kinase (Trypanosoma brucei), Q57TT1; TbPYK enzyme, Kinase-Glo Plus ATP luminescence, 45 min; Potency, µM (titrated, usually from 76.8 µM), without a hit: at the top dose activity, negative = inhibition, most hits filed as inhibitors; 410,000 compounds, 0.12% hits; AID 624173, 2012; also: potency is read from the fitted curve at half-maximal effect; % is scaled to controls: 0 for no effect and ±100 for the full control effect; nearly all actives have a fitted effect of over 50% in size
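Screened from lowest to highest concentration, compounds were pinned into TbPYK/substrate mixtures, and ADP (130 uM final) was added. Plates sat at room temperature for 45 min prior to Kinase-Glo Plus detection by luminescence.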
Pf growth 48h: Primary qHTS for delayed death inhibitors of the malarial parasite plastid, 48 hour incubation. P. falciparum luciferase growth in erythrocytes, 48 h. Potency, µM (series often up to 28.7 µM), inactives show at the top dose activity change, negative = inhibition, hits mostly inhibitors. 310,000 compounds, 5.9% hits; also: potency is read from the fitted curve at half-maximal effect; % is scaled to controls: 0 for no effect and ±100 for the full control effect
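A one-generation exposure of luciferase-tagged malaria parasites in RPMI 1640/Albumax erythrocyte culture, 37 C and 5% CO2. Inhibition is inferred from decreased luminescence after adding detection reagent.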
Pf growth 96h: Primary qHTS for delayed death inhibitors of the malarial parasite plastid, 96 hour incubation; 320,000 compounds, 6.9% hits; P. falciparum luciferase reporter growth, 96 h; AID 504834, 2011; Potency, µM (series often up to 28.7 µM), for inactives: top-dose activity change, negative = inhibition, most hits filed as inhibitors; also: potency is read from the fitted curve at half-maximal effect; % is scaled to controls: 0 for no effect and ±100 for the full control effect
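Compounds incubated with erythrocytes infected by luciferase-expressing P. falciparum (2% hematocrit, 0.05% parasitemia final) for 96 hours, 37 C in 5% CO2. Growth inhibition scored as decreased luciferase luminescence.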
CHX counter: Cycloheximide Counterscreen for Small Molecule Inhibitors of Shiga Toxin | cell reporter, cycloheximide protein synthesis inhibition counterscreen | max response, % | 300,000 compounds, 12% hits; in the data active = max response mostly above about 13%, no sharp cut-off; inactive = mostly below about 14%; also: read at 38.3 µM for the half of the compounds with a filed dose; 0% is about no effect
* = called active by the depositor; i = inactive; u = inconclusive; x = no result given; [ ] = remark or other dose. Unless noted, calls follow the shape of the dose curve; as a rule, active = well fitted curve in the direction sought with a large enough effect; inconclusive = small, poorly fitted or top-dose-only effect, or another doubt; inactive = no such curve, though single readings can be large; an effect the other way counts as inactive or inconclusive. This is a random part of the collection; 21% or so of the library scored in one or more.

[1] CC(C)Cc1ccc(C(C)NC(=O)c2ccc(=O)[nH]c2)cc1 (centres undefined)
[2] O=C(Cc1ccccc1)NC(Cc1ccc(Cl)cc1)C(=O)O (centres undefined)
[3] Cc1cc(=O)oc2c3c(cc(OCC(=O)NCc4ccncc4)c12)OC(C)(C)CC3
[4] COc1ccccc1N(C(=O)Cn1nnc(-c2ccc(C)o2)n1)C(C(=O)NC1CCCC1)c1ccncc1 (centres undefined)
[5] Cc1ccc(S(=O)(=O)Nc2cc(-c3ccccc3)nn2C)cc1
[6] CCc1ccccc1NC(=O)CNC(=O)c1ccc(-n2cncn2)c([N+](=O)[O-])c1
[7] Cc1cc(C)c(C2=Nn3c(C)nnc3SC2C)cc1C (centres undefined)
[8] COc1ccc(OC)c(CNC(=O)Cc2c(C(=O)O)[nH]c3ccccc23)c1

Assay by compound	1	2	3	4	5	6	7	8
Shiga inhibitor	-4	22	-10	-6	25	x	-4	-8
AMA1 RON2 block	-1%	-20%	-3%	8%	-3%	0%	-21%	-20%
LmPK inh	0%	-4%	1%	0%	1%	x	2%	0%
Tb PYK inh	2%	5%	-1%	-7%	-1%	1%	0%	x
Pf growth 48h	12%	0%	u	u	40%[activator]	u	5%	1%
Pf growth 96h	135%[activator]	0%	10µM*	u	3%	-2%	-1%	9.3µM*
CHX counter	1	-2	-2	-2	0	x	1	1

Two entries from above, with two lines to a compound.
Screens in order: Shiga inhibitor, AMA1 RON2 block, LmPK inh, Tb PYK inh, Pf growth 48h, Pf growth 96h, CHX counter
8. COc1ccc(OC)c(CNC(=O)Cc2c(C(=O)O)[nH]c3ccccc23)c1
    -8, -20%, 0%, x, 1%, 9.3µM*, 1
5. Cc1ccc(S(=O)(=O)Nc2cc(-c3ccccc3)nn2C)cc1
    25, -3%, 1%, -1%, 40%[activator], 3%, 0

Additional records.
[9] CC1=NN(C(=O)c2ccoc2C)C(O)(C(F)(F)F)C1 (centres undefined)
[10] COc1ccc(NC(=O)c2cc(-c3ccc4c(c3)OCO4)on2)cc1
[11] COc1ccc(/C=N/N=C2\SCC(=O)N2c2c(C)n(C)n(-c3ccccc3)c2=O)cc1OC
[12] COc1ccccc1CNC(=O)CN(c1cccc([N+](=O)[O-])c1)S(C)(=O)=O
[13] Cc1cccc(NC(=O)CNC(=O)COc2ccc(-c3ccc(C#N)cc3)cc2)c1C
[14] CC(C)(C)c1ccc(OCC(=O)Nc2cccc(S(=O)(=O)NC3=NCCCCC3)c2)cc1
[15] COc1ccc([C@]23Cc4cc(OC)c(OC)cc4C(O2)c2c(cc(C)n(Cc4ccccc4)c2=O)O3)cc1
[16] COc1ccc(C(=O)c2cc([N+](=O)[O-])ccc2N2CCCC2)cc1

Assay by compound	9	10	11	12	13	14	15	16
Shiga inhibitor	44*	-8	13	-5	-14	x	i	-5
AMA1 RON2 block	86%[activator]	-12%	10%	-5%	-10%	-13%	x	-27%
LmPK inh	-2%	0%	-3%	6%	2%	x	-3%[11.5 µM]	1%
Tb PYK inh	-3%	1%	-14%	-2%	6%	0%	x	-1%
Pf growth 48h	u	25%	13µM*	-13%	4%	u	u	-6%
Pf growth 96h	120%[activator]	u	u	-28%	-16%	u	1.5µM*	-14%
CHX counter	50*	6	-1	-4	3	x	3	-3

[17] O=C(N1CCOCC1)C12CC3CC(C1)CC(C(=O)N1CCOCC1)(C3)C2
[18] O=C(CNC(=O)c1ccccc1Cl)NC1CCN(Cc2ccccc2)CC1
[19] CCOc1cccc2c1OC1(C)CC2NC(=O)N1c1cccc(Cl)c1 (centres undefined)
[20] O=C(COc1ccc(Br)cc1Cl)c1ccc[nH]1
[21] O=C(CCNS(=O)(=O)c1ccccc1)N1CCOCC1
[22] C=CCOc1ccc(/C=C2\N=C(C)OC2=O)cc1OC
[23] CCOc1cc(/C=N/Nc2nc(=O)[nH]nc2C)ccc1O
[24] Cn1c(=O)c2c(nc(SCC(=O)NCc3ccc4c(c3)OCO4)n2Cc2ccc(F)cc2)n(C)c1=O

Assay by compound	17	18	19	20	21	22	23	24
Shiga inhibitor	-21	-11	-5	69*	-5	13	71*	6
AMA1 RON2 block	14%	1%	-5%	3%	7%	-1%	65%[activator]	15%
LmPK inh	2%	-4%	6%	-7%	-2%	3%	-12%	1%
Tb PYK inh	6%	1%	-2%	7%	0%	-1%	-2%	-1%
Pf growth 48h	44%[activator]	5%	u	232%[activator]	6%	0%	2.3µM*	13µM*
Pf growth 96h	u	33%[activator]	0%	193%[activator]	8%	33%[activator]	17%	10µM*
CHX counter	-7	-4	1	38*	-2	-2	43*	0

Sorted by molar mass (smallest number first): part of the list above.
[21] O=C(CCNS(=O)(=O)c1ccccc1)N1CCOCC1
[19] CCOc1cccc2c1OC1(C)CC2NC(=O)N1c1cccc(Cl)c1 (centres undefined)
[17] O=C(N1CCOCC1)C12CC3CC(C1)CC(C(=O)N1CCOCC1)(C3)C2

Assay by compound	21	19	17
Shiga inhibitor	-5	-5	-21
AMA1 RON2 block	7%	-5%	14%
LmPK inh	-2%	6%	2%
Tb PYK inh	0%	-2%	6%
Pf growth 48h	6%	u	44%[activator]
Pf growth 96h	8%	0%	u
CHX counter	-2	1	-7

The list goes on.
[25] CS(=O)(=O)Oc1ccc(Br)cc1/C=C1/N=C(c2ccco2)OC1=O
[26] Cc1ccc2c(CC(=O)OC(C)C(=O)Nc3ncc(Cl)cc3Cl)coc2c1 (centres undefined)
[27] COC(=O)C1=C(C(=O)OC)[C@@H]2N(C)c3ccccc3[C@@]23C[C@@H](CO)N(C(=O)C2CCC2)C3=N1
[28] CSc1sc(C(=O)NNC(C)=O)c2c1C=CCC2
[29] COc1ccc(-c2cc(N)n(S(=O)(=O)c3ccc(F)cc3)n2)cc1OC
[30] COc1ccc(-n2ncc3c(N4CCCc5ccccc54)ncnc32)cc1
[31] O=C(Nc1cccnc1)c1cc(-c2ccccc2)on1
[32] CCCn1nc(NC(C)=O)c2cc3cccc(C)c3nc21

Assay by compound	25	26	27	28	29	30	31	32
Shiga inhibitor	5	10	x	-5	-5	113*	23	-3
AMA1 RON2 block	-12%	9%	17%	32%[activator]	-2%	0%	2%	34%[activator]
LmPK inh	3%	5%	-2%[11.5 µM]	-1%	2%	0%	-15%	-4%
Tb PYK inh	5%	-3%	1%	-5%	-3%	13%	-3%	-4%
Pf growth 48h	-8%	4%	x	4%	x	236%[activator]	x	-8%
Pf growth 96h	10µM*	30%[activator]	x	u	22%	13µM*	2%	8%
CHX counter	-2	1	x	-1	4	45*	13	9

[33] CN(C)Cc1cc(C(C)(C)C)c(O)c(C(C)(C)C)c1
[34] Cc1ccc(C)c(S(=O)(=O)NCC(=O)OCC(=O)Nc2sccc2C(N)=O)c1
[35] COc1ccc(Cn2c(=O)[nH]c3cc(C(=O)NCCCN4CCCC4)ccc3c2=O)cc1
[36] CC1CCCCN1C(=O)C1CCN(c2nc(-c3ccccc3)nc3c2CCC3)CC1 (centres undefined)
[37] Cc1cc2cc(C)c3nnc(SCC(=O)N4CCc5ccccc54)n3c2cc1C
[38] COc1ccc(NC(=O)CN(C)C(=O)C2CCCO2)cc1 (centres undefined)
[39] CC(NC(=O)CCc1c[nH]c2ccccc12)c1ccccc1 (centres undefined)
[40] CCc1ccc(NC(=O)CC2NCCNC2=O)cc1 (centres undefined)

Assay by compound	33	34	35	36	37	38	39	40
Shiga inhibitor	-1	x	27	5	14	x	7	11
AMA1 RON2 block	-6%	9%	7%	18%	x	-4%	-7%	7%
LmPK inh	8%	x	-2%	0%	2%	x	-1%	2%
Tb PYK inh	-9%	-12%	0%	-7%	x	3%	1%	-14%
Pf growth 48h	29%	-13%	x	7.4µM*	36%[activator]	-11%	1%	6%
Pf growth 96h	1µM*	18%	2%	u	47%[activator]	-19%	435%[activator]	-17%
CHX counter	8	x	-7	4	-3	x	-2	3

[41] CCOc1cc(OCC)cc(C(=O)NC(=S)Nc2cccc(C(F)(F)F)c2)c1
[42] Cc1ccnc(NC(=O)CCC(=O)N(CC(=O)NCc2ccc(F)cc2)c2cccc(F)c2)c1
[43] CN(CC(=O)Nc1ccc(Cl)cc1)C(=O)CNC(=O)c1ccc2ccccc2c1
[44] COc1ccc(CN(C)CC(O)COC(c2ccc(OC)cc2)c2ccc(OC)cc2)cc1 (centres undefined)
[45] O=C(CN1CCN(c2ccccc2)CC1)Nc1scc2c1c(=O)oc1ccccc12
[46] CC(=O)Nc1ccc(S(=O)(=O)Nc2nc3ccccc3nc2Nc2cccc(S(N)(=O)=O)c2)cc1
[47] CC1CC(C)(C)NC(=S)N1CC(=O)NCc1ccccc1Cl (centres undefined)
[48] NC1=NN=C(c2ccc3c(c2)OCCO3)CS1

Assay by compound	41	42	43	44	45	46	47	48
Shiga inhibitor	-10	-7	121*	-9	17	7	-5	24
AMA1 RON2 block	68%[activator]	-11%	-3%	-9%	0%	39%[activator]	-6%	28%
LmPK inh	6%	6%	0%	3%	8%	-4%	-7%	-24%
Tb PYK inh	-5%	-7%	-1%	-10%	3%	4%	-5%	-28%
Pf growth 48h	2%	7%	19%	13µM*	-2%	-1%	36%[activator]	x
Pf growth 96h	0%	32%	35%[activator]	u	9%	-13%	u	36%[activator]
CHX counter	1	-1	25*	-4	-3	-3	1	-1

[49] COc1ccc(CNC(=O)C2CCCN(c3nccc(C)n3)C2)cc1 (centres undefined)
[50] Cc1cc(C)n(-c2ccc(Cl)c(C(=O)O)n2)n1
[51] O=C(CCCC(=O)N1CCN(c2ccccc2F)CC1)c1ccccc1
[52] N#Cc1c(N2CCCCC2)nc(N2CCCCC2)c2c1CCN(Cc1ccccc1)C2
[53] Cc1ccc(S(=O)(=O)NCC(=O)N(CC(=O)NCc2ccco2)Cc2ccccc2)cc1
[54] CCN(CC)C(=S)Nc1ccc(OC(F)F)cc1
[55] NC(=O)[C@@H]1CC2(CC(c3cccc(NC(=O)CC(c4ccccc4)c4ccccc4)c3)=NO2)CN1C(=O)[C@@H]1CCC(=O)N1 (some centres undefined)
[56] CCN=C1SC(CC(=O)NC(N)=O)C(=O)N1CC (centres undefined)

Assay by compound	49	50	51	52	53	54	55	56
Shiga inhibitor	7	-12	59*	-2	17	-7	-4	18
AMA1 RON2 block	6%	6%	0%	-13%	0%	2%	-10%	1%
LmPK inh	-3%	-1%	-3%	-1%	0%	0%	-5%	5%
Tb PYK inh	0%	-10%	0%	u	-7%	1%	-6%	8%
Pf growth 48h	-19%	8%	86%[activator]	3.7µM*	-13%	0%	-26%	10%
Pf growth 96h	-11%	13%	u	98%[activator]	-12%	29%	u	u
CHX counter	-5	-2	36*	-5	-8	-1	0	-2
